Screening results as filed in PubChem BioAssay.
HttQ103 aggreg: qHTS Multiplex Assay to Identify Dual Action Probes in a Cell Model of Huntington: Aggregate Formation (GFP) | PC12 HttQ103-GFP aggregates, Acumen cytometry, 40 h | Potency, µM (highest dose often 46.1 µM), inactives show top-dose activity change, negative = inhibition, usual class: inhibitors | 1.1% of 220,000 active; further: potency means the concentration at half of the fitted maximal effect; on the % scale 0 is the no-effect control and ±100 the full control effect; nearly all actives have a fitted effect of over 60% in size
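PC12 cells stably carrying ecdysone-inducible HTT exon 1 Q103–GFP were induced with tebufenozide (100 nM final) and treated with library compounds in titration. GFP aggregates in lysates were counted by laser scanning cytometry.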
KinaseGlo FLuc: Counterscreen for Luciferase (Kinase-Glo TM) Inhibition; Kinase-Glo luciferase, ATP luminescence, 8 min; 0.28% of 200,000 active; Potency, µM (highest dose often 38.3 µM), for inactives: at the top dose activity change, negative = inhibition, actives largely listed as inhibitors; Luciferin 4-monooxygenase (Photuris pensylvanica), Q27757; AID 1379, 2008; further: potency means the concentration at half of the fitted maximal effect; on the % scale 0 is the no-effect control and ±100 the full control effect; nearly all actives have a fitted effect of over 60% in size
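Recombinant Kinase-Glo luciferase, 10 uM ATP (linear range), luciferin; imidazole pH 7.2 / KCl / MgCl2 / Tween / BSA buffer; 8 min RT; luminescence.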
CBFb-RUNX1 inh: qHTS Assay for Compounds Blocking the Interaction Between CBF-beta and RUNX1 for the Treatment of Acute Myeloid Leukemia; 230,000 tested, under 10 active; Potency, µM (top dose mostly 59.8 µM), for inactives: at the top dose activity, negative = inhibition, most hits filed as inhibitors; AlphaScreen CBFb-His/RUNX1-biotin binding, biochemical; Runt-related transcription factor 1 (Homo sapiens) + Core-binding factor subunit beta …; AID 1477, 2009; further: % of control where 0% means no effect
Target sequence (Q01196 whole entry, looked up): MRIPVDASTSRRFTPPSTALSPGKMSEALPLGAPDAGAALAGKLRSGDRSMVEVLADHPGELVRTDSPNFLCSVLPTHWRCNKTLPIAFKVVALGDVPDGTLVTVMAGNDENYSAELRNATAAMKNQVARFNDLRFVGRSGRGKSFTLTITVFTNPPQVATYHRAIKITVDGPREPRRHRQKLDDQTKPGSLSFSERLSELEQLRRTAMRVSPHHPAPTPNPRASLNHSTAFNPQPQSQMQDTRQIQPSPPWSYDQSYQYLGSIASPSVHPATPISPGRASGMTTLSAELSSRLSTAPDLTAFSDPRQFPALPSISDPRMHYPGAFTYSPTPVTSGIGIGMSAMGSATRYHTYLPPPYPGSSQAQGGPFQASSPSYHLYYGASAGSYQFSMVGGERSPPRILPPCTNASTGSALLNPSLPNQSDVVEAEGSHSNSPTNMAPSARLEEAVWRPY
Target sequence (Q13951 whole entry, looked up): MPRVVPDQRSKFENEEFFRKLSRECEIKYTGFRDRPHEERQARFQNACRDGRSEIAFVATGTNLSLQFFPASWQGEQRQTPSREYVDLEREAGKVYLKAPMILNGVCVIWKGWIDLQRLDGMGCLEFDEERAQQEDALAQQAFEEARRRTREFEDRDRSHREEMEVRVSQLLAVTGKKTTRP
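AlphaScreen proximity signal reports loss of binding between His-tagged CBF-beta and biotin-labelled RUNX1, each at 30 nM. Proteins are pre-associated for 20 minutes, compounds added for 15 minutes, then beads for 90 minutes, all at ambient temperature.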
Epigenetic derep: Quantitative High-Throughput Screen for Regulators of Epigenetic Control. murine LDR cells, GFP reporter derepression, 30 h. Potency, µM (top dose mostly 53.9 µM), without a hit: top-dose GFP activation, actives largely listed as activators. 0.2% of 280,000 active. AID 1865, 2009; further: potency means the concentration at half of the fitted maximal effect; % of control where 0% means no effect; nearly all actives have a fitted effect of over 60% in size
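Derepression of a silenced CMV-GFP reporter in murine LDR cells is scored by enumerating GFP-positive cells with a laser-scanning microplate cytometer after 30 hours of treatment at 37 C.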
Lamin A splicing: qHTS Assay for Modulators of Lamin A Splicing; HeLa LMNA splicing GFP/RFP minigene ratio, 48 h; Potency, µM (top dose mostly 46.1 µM), inactives show top-dose ratio change, negative = inhibition, hits mostly inhibitors; 0.01% of 200,000 active; AID 1487, 2009; active means well fitted inhibition curve with a large enough effect in the signal ratio, with a control signal flat, not every such curve was filed as active; inconclusive means small, poorly fitted or top-dose-only effect, or effect the other way, or a change in a side signal; the % refers to the signal ratio; further: potency means the concentration at half of the fitted maximal effect; on the % scale 0 is the no-effect control and ±100 the full control effect
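Read-out is the ratio of GFP to DsRed2 object intensity, acquired by 488 nm laser-scanning cytometry on HeLa lamin A-EGFP minigene reporter cells. Compound incubation 48 hrs at 37 °C in Opti-MEM with 2% FBS; DMSO 0.5% final.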
NPSR antag: qHTS Assay for Antagonists of the Neuropeptide S Receptor: cAMP Signal Transduction. Q6W5P4. CHO-NPSR cells, cAMP TR-FRET, antagonist mode. Potency, µM (doses to about 38.3 µM), inactives show at the highest dose activity change, negative = inhibition, usual class: inhibitors. 1% of 220,000 active; further: potency means the concentration at half of the fitted maximal effect; on the % scale 0 is the no-effect control and ±100 the full control effect; nearly all actives have a fitted effect of over 50% in size; many of its hits are not listed in these tables
Target sequence (Q6W5P4 whole entry, looked up): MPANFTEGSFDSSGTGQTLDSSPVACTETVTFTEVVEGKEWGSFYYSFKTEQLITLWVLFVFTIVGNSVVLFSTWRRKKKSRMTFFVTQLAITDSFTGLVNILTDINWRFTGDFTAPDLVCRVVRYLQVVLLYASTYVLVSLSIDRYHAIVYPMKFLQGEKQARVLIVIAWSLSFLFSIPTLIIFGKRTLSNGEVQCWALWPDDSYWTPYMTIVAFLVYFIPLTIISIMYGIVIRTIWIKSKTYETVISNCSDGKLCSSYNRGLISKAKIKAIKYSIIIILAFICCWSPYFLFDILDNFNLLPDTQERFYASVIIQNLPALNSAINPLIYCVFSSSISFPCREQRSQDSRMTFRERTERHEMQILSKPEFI
IMPase Li cell: qHTS Assay for Identifying the Cell-Membrane Permeable IMPase Inhibitors: Potentiation with Lithium. CHO-M1 cells, IP1 TR-FRET (IP-One), carbachol + lithium. Potency, µM (highest dose often 59.4 µM), without a hit: at the top dose activity, negative = IMPase inhibition, hits mostly inhibitors. AID 1457, 2008. 0.35% of 210,000 active;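 further: IP1 builds up when IMPase is blocked and the TR-FRET signal falls; potency means the concentration at half of the fitted maximal effect; plate controls were basal vehicle for no effect and high inhibitor control for full effect; nearly all actives have a fitted effect of over 50% in size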
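Readout is a homogeneous TR-FRET IP1 immunoassay (Ex 320, Em 665 and 620), where raised cytosolic IP1 lowers signal. Cells were CHO-M1 treated 30 min at 37C with test compounds plus a little lithium; AC50 values came from Hill-equation fitting.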
Numbers without * were called inactive; ? = inconclusive; . = not tested or not shown; & = joins results of further samples; [ ] = remark or other dose. Unless noted, the call rests on the fitted dose curve; in most records, active means well fitted curve in the direction sought with a large enough effect; inconclusive means small, poorly fitted or top-dose-only effect, or another doubt; inactive means no such curve, though single readings can be large; an effect the other way counts as inactive or inconclusive.

SMILES	HttQ103 aggreg	KinaseGlo FLuc	CBFb-RUNX1 inh	Epigenetic derep	Lamin A splicing	NPSR antag	IMPase Li cell
CCCc1nnc(NC(=O)CCC(=O)NC2CCCc3ccccc32)s1 (stereo not drawn)	-0.7%	10.8%	-3.1%	1.5%	0.3%	-7.3%[46.1 µM]	-11.5%
COc1cccc(/C=N/NC(=O)C(=O)Nc2ccccc2OC(F)(F)C(F)F)c1O	-30.9%	0.9%	-28.4%	-1.9%	?	-6.2%	2.9%
CCOC(=O)C1=C(C)C(c2cccc(Oc3ccccc3)c2)NC(=S)N1 (stereo not drawn)	?	-2.0%	-14.6%	1.0%	?	-43.7%	15.4%
COc1cccc2c1[C@@H]1CN(CCCCn3c(=O)[nH]c4c(sc5ncc(-c6ccccc6)nc54)c3=O)C[C@@H]1CO2	.	-1.5%	-26.5%	6.1%	?	?	16.6%
C/C(=N/NC(=O)c1ccoc1C)c1cccc(NC(=O)C(F)(F)F)c1	-0.5%	-5.2%	4.6%	0.0%	-1.5%	10.3%	10.3%
CC(=O)C1=C(c2ccccc2)NC(=O)NC1c1ccccc1OCC(=O)NCc1ccccc1 (stereo not drawn)	-12.5%	0.0%	-3.1%	-4.1%	16.8%	-9.0%[46.1 µM]	29.8%[38.3 µM]
CCN(CC)c1ccc(N2C(=O)/C(=C/c3cccs3)SC2=S)cc1	15.5%	-2.3%	11.0%	-1.0%	-3.1%	23.8%[46.1 µM]	14.4%[38.3 µM]
O=S(=O)(Nc1ccc(F)cc1)c1ccc(NC(=S)Nc2ccccc2)cc1	-12.0%	-3.4%	1.8%	-0.4%	15.0%	-5.1%[46.1 µM]	-5.9%[38.3 µM]
Cc1ccc(Cl)cc1NC(=O)c1ccc(CSc2nnnn2C)cc1	-0.7%	-3.7%	4.5%	8.7%	-0.5%	-17.5%[46.1 µM]	23.7%[38.3 µM]
CC(=O)Nc1ccc(NC(=O)/C(Cl)=C/c2ccccc2)cc1	-4.5%	0.9%	?	0.0%	8.1%	?	9.1%[38.3 µM]
CCOC(=O)c1sc(NC(=O)c2ccc(C)o2)nc1C	-12.5%	?	-3.6%	-4.2%	-8.2%	-6.0%[46.1 µM]	-8.1%[38.3 µM]
CC1(C)CC(=O)C2=C(C1)N(Cc1ccco1)C(=O)C2(NC(=O)c1ccc(Cl)cc1Cl)C(F)(F)F (stereo not drawn)	-14.3%	0.7%	-0.8%	0.0%	17.0%	-20.9%[46.1 µM]	5.1%[38.3 µM]
C/C(=N\NC(=O)C1CCCN(S(=O)(=O)c2ccccc2)C1)c1ccncc1 (stereo not drawn)	-8.4%	1.3%	2.8%	-1.1%	-5.8%	-6.5%[46.1 µM]	10.0%
COc1c(Cl)cc(Cl)cc1CNCCNCC(C)O (stereo not drawn)	-9.7%	-2.2%	-3.3%	-0.3%	-12.9%	1.4%[46.1 µM]	-24.0%[38.3 µM]
COC(=O)c1cccc(Oc2nc3c(c(=O)n(C)c(=O)n3C)n2C(C)C)c1	20.6%	-3.7%	2.0%	1.8%	-2.0%	-11.9%[46.1 µM]	?
COc1ccc2cc(C(=O)Nc3c(C)n(C)n(-c4ccccc4)c3=O)sc(=O)c2c1OC	1.9%[9.22 µM]	.	3.7%	-2.3%	.	4.5%	-7.5%
COCCNC(=O)C(OC(=O)c1cccs1)c1ccc(F)cc1 (stereo not drawn)	-13.5%[9.22 µM]	0.1%	7.1%	1.2%	?	-0.7%	-1.4%
CCOc1ccc(NCC2CCOC(C)(C)C2)cc1 (stereo not drawn)	-10.3%	-0.2%	-7.6%	2.1%	-1.8%	-8.3%	20.9%
O=c1[nH]c2ccccc2n1C1=CCNCC1	34.6%[9.22 µM]	.	6.5%	0.6%	.	29.7%	.
Cc1ccccc1OCCNCC(C)O (stereo not drawn)	-4.9%[9.22 µM]	-2.8%	12.9%	0.0%	-5.1%[46 µM]	-27.8%	0.1%
COc1ccccc1N1CCN(S(=O)(=O)c2ccc3nc(-c4ccccc4)[nH]c3c2)CC1	?	0.6%	-24.3%	1.1%	?	-11.8%	2.2%
COc1ccc(N2CC(C(=O)N/N=C/c3cc([N+](=O)[O-])ccc3O)CC2=O)cc1 (stereo not drawn)	?	1.6%	.	-1.2%	.	-10.8%	-11.5%
O=C(CCc1ccc(S(=O)(=O)NCc2ccccc2)cc1)NCc1ccc2c(c1)OCO2	-21.0%	2.4%	9.0%	0.8%	-3.1%	-11.7%[46.1 µM]	26.6%[38.3 µM]
Oc1nc(Nc2ccc(F)cc2)sc1/C=C1\C=Nc2ccccc21	11.7%[9.22 µM]	.	-7.2%	3.0%	.	?	.
COCCN(C(=O)CSc1nnc(-c2cccc(OC)c2)n1C)c1c(N)n(Cc2ccccc2)c(=O)[nH]c1=O	?	2.0%	11.7%	3.2%	6.9%[46 µM]	14.1%	2.3%
O=C(O)c1cc(N/N=C2/CC(c3ccccc3)Oc3ccccc32)ccc1Cl (stereo not drawn)	12.4%	-2.4%	-16.2%	0.0%	4.5%	-17.6%	1.5%
Cc1c(C(=O)NCc2ccccc2)oc2ccc(S(=O)(=O)N3CCC4(CC3)OCCO4)cc12	-25.5%	4.0%	8.0%	-3.4%	-11.0%	-21.3%[46.1 µM]	5.0%
CCC(=O)c1ccc(OCC(O)CNCc2ccc(F)cc2)cc1 (stereo not drawn)	13.3%	.	-2.4%	-0.9%	8.3%	7.7%[46.1 µM]	.
Cc1ccc(CSc2nnc(CCNC(=O)OC(C)(C)C)o2)cc1	7.8%[9.22 µM]	.	6.5%	1.1%&-1.1%	.	-9.3%	.
COc1cc(Cl)cc(C#N)c1OCC(=O)O	-2.7%	0.4%	2.7%	0.0%	-0.4%	-8.8%[46.1 µM]	14.0%[38.3 µM]
O=C(c1ccc(F)cc1F)N(Cc1ccccn1)Cc1ccco1	-23.2%	-7.5%	-1.5%	-0.7%	?	-2.4%[46.1 µM]	-20.2%[38.3 µM]
Cn1c(C(O)C(O)c2ccccc2)nc2ccccc21 (stereo not drawn)	-0.8%	-0.8%	-3.6%	-2.6%	?	5.9%	-2.8%
Cc1nn(Cc2ccc(Cl)cc2)c(C)c1NC(=O)Cn1nc([N+](=O)[O-])c(Cl)c1C	2.4%	-2.2%	-4.9%	-2.8%	?	-16.4%[46.1 µM]	-7.2%[38.3 µM]
O=C(/C=C/Sc1ccccc1)c1ccc(Cl)cc1	-20.2%	-9.1%	-2.5%	0.8%	?	?	25.7%[38.3 µM]
CCN(CC)C(=O)Cn1ccc(NC(C)=O)nc1=O	-4.9%[9.22 µM]	.	10.2%	-1.2%	.	9.9%	.
COc1ccc(CNC(=O)C(c2cccs2)N(C(=O)c2csnn2)C2CC2)cc1 (stereo not drawn)	-10.8%	-0.5%	-7.8%	5.4%	-9.0%	-9.2%[46.1 µM]	-3.2%[38.3 µM]
COc1ccc(/C=N/NC(=O)c2nc(-c3ccccc3)n(-c3ccccc3)n2)cc1	17.4%	2.8%	0.6%	-0.1%	-3.9%	-39.9%	24.4%
CSC1=NCCN1C(=O)c1ccc(Br)o1	5.3%	-25.3%	-1.3%	-5.6%	-9.3%	19.1%[46.1 µM]	-4.8%[38.3 µM]
COc1ccc2c(c1)c(CCN1C(=O)c3ccccc3C1=O)cn2C(=O)c1ccco1	10.9%	-6.9%	1.9%	0.0%	5.1%	?	8.91µM*
COc1ccccc1CNC(=O)CSc1ccsc1[N+](=O)[O-]	-7.9%	-3.6%	-2.8%	-0.1%	.	-2.0%	4.0%
CSc1cccc(NC(=O)C2CCCN(S(=O)(=O)c3cnc[nH]3)C2)c1 (stereo not drawn)	2.0%	-2.8%	2.6%	-1.3%	7.3%	-0.8%[46.1 µM]	-7.7%[38.3 µM]
Cc1nn(-c2ccccc2)cc1/C=N/O	-4.8%	-4.6%	-2.0%	3.1%	-2.3%	13.4%[46.1 µM]	-2.2%[38.3 µM]
O=C(O)CSc1nnc(COc2cccc3cccnc23)n1-c1cccc(C(F)(F)F)c1	12.5%	3.2%	10.4%	0.0%	-12.4%[46 µM]	11.9%	0.7%
O=C(c1cc2ccccc2o1)c1cccs1	-38.3%	-3.2%	16.2%	-1.1%	2.4%	?	-15.8%[38.3 µM]
CN(Cc1c(C(=O)N2CCc3ccccc3C2)nc2ccc(Cl)cn12)C(C1CC1)C1CC1	15.5%[9.22 µM]	1.1%	8.5%	-1.4%	.	59.6%	19.2%
O=c1c(Cl)c2oc3ccccc3nc-2c2ccccc12	-43.2%[9.22 µM]	0.1%	-12.2%	22.4µM*	-15.1%[46 µM]	-9.3%	17.3%
CCOC(=O)Cc1csc(SCc2cc(=O)oc3cc(O)ccc23)n1	-1.7%	2.3%	5.7%	10.4%	?	6.1%	-6.6%
CCOC(=O)C1=C(CN2CCOCC2)NC(=O)NC1c1cc(C)ccc1C (stereo not drawn)	3.0%	0.5%	5.9%	-0.8%	4.5%	-7.2%[46.1 µM]	6.3%[38.3 µM]
CC1CN(C(=O)c2nn(C)cc2[N+](=O)[O-])CC(C)O1 (stereo not drawn)	6.2%	-0.4%	3.4%	0.0%	3.5%	2.7%[46.1 µM]	-11.0%[38.3 µM]
COc1ccc(-n2c3c(c(=O)[nH]c2=O)C(NS(=O)(=O)c2ccc(Cl)cc2)(C(F)(F)F)C(=O)N3)cc1 (stereo not drawn)	-17.2%[9.22 µM]	.	11.7%	3.8%	.	14.8%	.
CC(C)(C)n1nc2c(c1NC(=O)c1ccc(Br)cc1)CS(=O)C2 (stereo not drawn)	0.3%	1.8%	0.7%	1.7%	-5.1%	1.0%[46.1 µM]	6.9%[38.3 µM]
CCOC(=O)c1cnc2c(c(C)nn2C)c1Oc1cc(Cl)cc(Cl)c1	14.8%[9.22 µM]	.	0.7%	3.0%	.	8.4%[7.67 µM]	.
Cc1cc(=O)oc(C)c1C(=O)NCCC(C)C	11.0%	3.7%	6.8%	-4.1%	-9.3%	-3.3%[46.1 µM]	-0.2%
CCCn1cc2c(c1-c1cccc(C)c1)c(=O)n(C)c(=O)n2C	-20.2%	1.6%	1.5%	-1.0%	4.2%	-4.5%[46.1 µM]	21.5%[38.3 µM]

This is a subset. The share of hits here may be higher or lower than overall.
